HT1080 cytotoxicity – cytotoxicity in HT1080 fibrosarcoma cells, cell-based, fluorescence readout (AID 620); actives 0.42% (n = 87,000); cytotoxicity, % at 10 µM, or EC50 in µM where a hit was titrated; HT1080 viability, fluorescence; higher % means a stronger effect; in the data active means cytotoxicity above about 50%;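 further: cells exposed to compound overnight then 4 h with Alamar Blue; 0% = vehicle DMSO and 100% = killing control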
* hit, by the source's call. These rows are one share of the data (hit frequency here may not be typical).

SMILES | HT1080 cytotoxicity
CCOC(=O)c1ccc(NC(=O)CSc2nnc(C3CC3)n2CC)cc1 | 13.8%
O=C(CSc1nnnn1C1CCCCC1)NCc1ccccc1 | -2.4%
CC(C)SCc1nc2ccccc2[nH]1 | -5.1%
CSc1cccc(NC(=O)CSc2ccc(C)cc2)c1 | 5.7%
O=C(Cn1cnc2ccccc2c1=O)N1CCN(Cc2ccc3c(c2)OCO3)CC1 | -10.5%
S=c1nc(-c2ccccc2Br)[nH][nH]1 | -3.6%
O=C(NC(=S)Nc1ccccc1N1CCCC1)c1ccc(-c2cccc([N+](=O)[O-])c2)o1 | 0.3%
O=c1[nH]cnc2scc(-c3ccc(-c4ccccc4)cc3)c12 | 0.0%
COc1ccc(S(=O)(=O)n2nc(C)cc2C)c(C)c1C | 18.8%
Cc1ccc(S(=O)(=O)Cn2nnnc2C(c2ccccc2)N2CCN(c3ccccc3)CC2)cc1 (stereo unspecified) | 18.0%

A portion from the list above, as a working copy:
SMILES | HT1080 cytotoxicity
O=c1[nH]cnc2scc(-c3ccc(-c4ccccc4)cc3)c12 | 0.0%
COc1ccc(S(=O)(=O)n2nc(C)cc2C)c(C)c1C | 18.8%
Cc1ccc(S(=O)(=O)Cn2nnnc2C(c2ccccc2)N2CCN(c3ccccc3)CC2)cc1 (stereo unspecified) | 18.0%

(continued)
SMILES | HT1080 cytotoxicity
Cc1nn(-c2nc(-c3ccco3)cc(C(F)(F)F)n2)c(C)c1Cl | 0.4%
COc1cccc(CNC(=O)Cc2c(C(=O)O)[nH]c3ccccc23)c1 | 5.1%
CCN1CCN(C(=O)C2(NC(=O)Nc3cccc(F)c3)CCCCC2)CC1 | 7.2%
CC(=O)Nc1cc(C(F)(F)F)ccc1OCCOc1ccccc1 | 1.4%
COC(=O)[C@@]1(Cc2ccc(OC)cc2)[C@H]2c3cc(C(=O)N4CCCC4)n(CCc4c[nH]c5ccc(OC)cc45)c3C[C@H]2CN1C(=O)c1ccccc1 | -8.8%
Cc1ccc(C)c(S(=O)(=O)NCc2ccc(C(=O)NCc3ccco3)cc2)c1 | 5.6%
C=CCN1C(=NC(=O)CCC)SC2CS(=O)(=O)CC21 (stereo unspecified) | -14.1%
COc1ccc(OC)c(NS(=O)(=O)c2ccc(NC(C)=O)cc2)c1 | 1.2%
COC(=O)CSc1nc2c(c(C3CC=CCC3)c1C#N)CCC2 (stereo unspecified) | -2.7%
O=C(CCSCc1ccccc1Cl)N1CCN(c2ccccn2)CC1 | -8.4%

Continuation.
SMILES | HT1080 cytotoxicity
O=c1[nH]c2ccc(S(=O)(=O)N3CCCCC3)cc2[nH]c1=O | -0.6%
Cc1ccccc1-c1noc(C23CC4CC(CC(C4)C2)C3)n1 | -16.3%
O=C(c1ccco1)N1CCN(c2nc(C3CC3)nc3c2nnn3Cc2ccccc2Cl)CC1 | 1.9%
Cc1cc(NS(=O)(=O)c2ccc(NC(=O)C(C(C)C)N3C(=O)c4ccccc4C3=O)cc2)nc(C)n1 (stereo unspecified) | -1.5%
COc1ccccc1-n1c(C)nc2cc(C(=O)O)ccc21 | -9.2%
CCCn1c(N)nc2ccccc21 | 1.1%
Cc1c(CCC(C)C)c(-n2ccnc2C)n2c(nc3ccccc32)c1C#N | -6.2%
O=C(Nc1cccc2ccccc12)N1CC=CCC1 | -9.1%
O=c1c2c(-c3cccs3)csc2ncn1-c1ccccc1 | 9.9%
CCn1c(CCNC(=O)c2cccs2)nnc1SCC(=O)Nc1nc(-c2ccccc2)cs1 | 2.7%

(continued)
SMILES | HT1080 cytotoxicity
CCC(C)Nc1nc(OC(C(F)(F)F)C(F)(F)F)nc(OC(C(F)(F)F)C(F)(F)F)n1 (stereo unspecified) | -12.4%
COc1ccc(Br)cc1CN1CCN(C(=O)c2cccc(OC)c2OC)CC1 | -2.8%
COc1ccccc1C(=O)Nc1cccc(SC)c1 | -20.1%
Cc1ccc(C)c(N2CCN(C(=O)Cc3cn(C)c4ccccc34)CC2)c1 | 13.7%
Cc1ccc(CNC(=O)c2ccccc2N)cc1 | -12.2%
CC(C)Oc1ccc(C(=O)NC2CCCCC2)cc1 | 1.4%
O=c1c2cnn(-c3ccccc3)c2ncn1Cc1ccco1 | 8.0%
CCn1c(SCC(=O)N2CCCCC2C)nc2ccsc2c1=O (stereo unspecified) | 14.3%
CCOc1ccc(CNc2nc3ccccc3n2CCN2CCOCC2)cc1 | -2.5%
COc1ccc(OC)c(S(=O)(=O)n2ccnc2C)c1 | -5.0%

A draw from above in order of number of heavy atoms, rising:
SMILES | HT1080 cytotoxicity
CC(C)Oc1ccc(C(=O)NC2CCCCC2)cc1 | 1.4%
CCn1c(SCC(=O)N2CCCCC2C)nc2ccsc2c1=O (stereo unspecified) | 14.3%
CCC(C)Nc1nc(OC(C(F)(F)F)C(F)(F)F)nc(OC(C(F)(F)F)C(F)(F)F)n1 (stereo unspecified) | -12.4%

The list continues:
SMILES | HT1080 cytotoxicity
CCOC(=O)C(Sc1cc(C)nc(N)n1)C(C)=O (stereo unspecified) | -5.8%
CCCCc1oc2c(c(=O)c1C)C(=O)CC(c1ccccc1)C2 (stereo unspecified) | 4.8%
O=C(Nc1nccs1)C1CC2CCC1C2 (stereo unspecified) | -13.4%
CC(C)CN1C(=O)/C(=C/c2cccs2)NC1=S | -10.5%
COc1ccc(/C=C/C(=O)Nc2c(C)nn(C)c2C)cc1COc1ccc(Br)cc1 | 11.2%
O=C(NC1CC1)C1=NOC(CNc2ncc(C(F)(F)F)cc2Cl)C1 (stereo unspecified) | -3.2%
O=C(Oc1ccc2c(c1)C(=O)c1ccccc1CO2)c1ccccc1 | -0.5%
O=C(CN1CCCCC1)N1CCCc2c1c(=O)oc1ccc(OCc3ccccc3)cc21 | 15.3%
O=C(CSc1nnc(-c2ccccc2)o1)NCC1CCCCC1 | 10.1%
CC(=O)c1cc(C(c2csc(C(C)=O)c2)c2csc(C(C)=O)c2)cs1 | 1.0%

Next part:
SMILES | HT1080 cytotoxicity
O=C1CCCCC(=O)c2ccccc2N1 | 13.8%
CC1CC(C)CN(C(=O)c2cc(-c3ccccn3)nc3ccccc23)C1 (stereo unspecified) | -21.1%
CC(C)C[C@H](NC(=O)Nc1ccccc1F)C(=O)O | -10.9%
Cc1ccc(C)c(S(=O)(=O)N2CCN(C(=O)Cn3c(C(F)(F)F)nc4ccccc43)CC2)c1 | -5.3%
O=C(NCc1ccc2c(c1)OCO2)c1ccc(N2C(=O)C3CCCCC3C2=O)cc1 (stereo unspecified) | -19.7%
COc1ccc(N2C(=O)/C(=C/c3ccc([N+](=O)[O-])cc3)C=C2c2ccccc2)cc1 | 16.3%
CCOC(=O)c1[nH]c(C)c(/C(O)=C2\C(=O)C(=O)N(CCN3CCOCC3)C2c2cccs2)c1C (stereo unspecified) | -8.2%
Cc1cccc(C)c1NC(=O)C1CCCN(CCCc2ccccc2)C1 (stereo unspecified) | 3.2%
Cn1c(SCC(=O)NCc2ccco2)nnc1-c1ccccc1 | -13.4%
COc1ccc(C2=NOC3(CC(=O)N(c4ccc(F)cc4)C3=O)C2)c(OC)c1 (stereo unspecified) | -10.9%

Fetched by structure from the entries so far, 4 records:
SMILES | HT1080 cytotoxicity
CC1CC(C)CN(C(=O)c2cc(-c3ccccn3)nc3ccccc23)C1 (stereo unspecified) | -21.1%
O=C1CCCCC(=O)c2ccccc2N1 | 13.8%
COc1ccc(N2C(=O)/C(=C/c3ccc([N+](=O)[O-])cc3)C=C2c2ccccc2)cc1 | 16.3%
O=C(NCc1ccc2c(c1)OCO2)c1ccc(N2C(=O)C3CCCCC3C2=O)cc1 (stereo unspecified) | -19.7%

In the list so far, these contain a cyano group:
SMILES | HT1080 cytotoxicity
COC(=O)CSc1nc2c(c(C3CC=CCC3)c1C#N)CCC2 (stereo unspecified) | -2.7%
Cc1c(CCC(C)C)c(-n2ccnc2C)n2c(nc3ccccc32)c1C#N | -6.2%

(list continues)
Structure	HT1080 cytotoxicity
C=CCn1c(C)cc(C(=O)CN2C(=O)NC3(CCCc4ccccc43)C2=O)c1C (stereo unspecified)	6.1%
Cc1cccc2cc(CN(Cc3ccc(F)cc3)C(=O)N3CCOCC3)c3nnnn3c12	-6.2%
COc1ccc(-c2ccc(CCC(=O)O)n2CC(C)C)cc1	-13.1%
C=CCN(CC(=O)NCc1ccc(F)cc1)C(=O)c1csnn1	3.9%
CC(=O)NC1(C(F)(F)F)NC(=O)N(C2CCCCC2)C1=O (stereo unspecified)	-6.2%
Cc1cc(C)n(CC(O)COc2ccccc2)n1 (stereo unspecified)	-9.6%
COC(=O)c1c(NC(=O)CSc2ncnc3c2cnn3-c2ccccc2Cl)sc2c1CCCC2	-11.7%
COc1ccc2cc(/C=C/C(=O)c3ccco3)c(Cl)nc2c1	-2.7%
COC(=O)c1cc(OC)c(OC)cc1NC(=S)N1CCC(C(N)=O)CC1	-0.7%
CS(=O)(=O)N1CCN(C2Cc3ccccc3C2)CC1	-4.2%
Cc1cc(C)nc(NC(=O)CSc2nc3ccccc3o2)n1	-2.9%
CCc1nc(SCC(=O)c2cccs2)c2oc3ccccc3c2n1	-2.7%
CC(C)CCOc1ccc(C(CC(N)=O)C(=O)O)cc1 (stereo unspecified)	-9.1%
O=C(NC1(C(F)(F)F)N=C2SCCN2C1=O)c1ccccc1 (stereo unspecified)	-2.3%
CN1CCCN(S(=O)(=O)c2ccc3c(c2)OCCO3)CC1	13.6%
CCc1ccc(CNC(=O)C2CCC(=O)N2C2CCCCC2)cc1 (stereo unspecified)	-1.2%
NC(=O)c1ccc(NC(=O)CCCN2C(=O)c3ccccc3C2=O)cc1	2.1%
CC(C)(C)[Si](C)(C)c1c2c(nc3ccc(OCc4ccccc4)cc13)-c1cccc(=O)n1C2	-9.4%
Cc1cc(C(=O)OCC(=O)Nc2cccc(S(=O)(=O)N3CCOCC3)c2)c(C)o1	4.3%
CCn1c(SCC(=O)c2ccc3ccccc3c2)nnc1-c1cccs1	-9.0%
O=C(O)C1CCCCC1C(=O)NCCC(c1ccccc1)c1ccccc1 (stereo unspecified)	7.4%
Cc1cc2c(cc1C)CSC(c1c(O)ccc3ccccc13)SC2	19.6%
CCN1CCN(C(=S)c2ccc(OCC(=O)N3CCOCC3)cc2)CC1	3.0%
S=C1N(c2ccccc2)C(c2ccccc2)N2CCCN12 (stereo unspecified)	-0.2%
CC(C)OC(=O)c1cc2c(ccn2C)n1CC(=O)N1CCC(Cc2ccccc2)CC1	-14.7%
CC1(C)C(N(O)C(=O)Nc2ccc(Cl)cc2)N(c2ccc(Cl)cc2)C(=O)N1CC(=O)NN (stereo unspecified)	0.0%
COc1ccc(OC)c(NC(=O)Nc2ccc(Cl)cc2)c1	9.1%
Cc1ccc(C(=O)c2ccc(N3CCOCC3)c(F)c2)cc1	-0.8%
N#Cc1ccc(C23CC4(C2)[C@H](CN(Cc2cccnc2)[C@@H]4c2ccccc2)C3c2ccc(C(F)(F)F)cc2)cc1 (stereo partly specified)	0.9%
CC(C)Cc1nnc(NC(=O)CCC(=O)Nc2ccc(F)cc2)s1	-4.4%

More results
Structure	HT1080 cytotoxicity
C=CCNC(=O)CSc1nnc(-c2ccncc2)n1CCc1ccccc1	-14.1%
COc1cccc(Nc2nc(N)nc(-c3oc4ccccc4c3C)n2)c1	34.3%
Cc1ccc(S(=O)(=O)/C(C#N)=C/c2c(N3CCOCC3)nc3ccccn3c2=O)cc1	3.1%
Cc1ccc(C(=O)NNC(=O)Cc2ccccc2)cc1	-9.0%
O=C(NC(Cc1c[nH]c2ccccc12)c1nnc2n1CCCCC2)c1ccccc1 (stereo unspecified)	-17.3%
O=C1CN=C(Nc2ccccc2)N1Cc1cccs1	-12.3%
CCOC(=O)C1=NN(c2cccc(C)c2)C2(S1)SC(C(C)=O)=C(C)N2c1ccccc1 (stereo unspecified)	-9.2%
O=C(NCc1nc2ccccc2[nH]1)[C@H]1C[C@@H]1[C@H](NP(=O)(c1ccccc1)c1ccccc1)c1ccccc1	-22.0%
O=C(Nc1ccc2ccccc2c1)[C@H]1C[C@@H]1[C@H](NP(=O)(c1ccccc1)c1ccccc1)c1ccccc1	-2.4%
Cc1ccc(/C=N/Nc2nc(Cl)c(Cl)cc2Cl)s1	-3.2%
CCC(=O)Nc1nnc(CSCc2ccc(F)cc2)s1	-8.8%
CC(C)(C)NC(=O)c1ccncc1	-7.1%
Cc1cccc(Cc2c(C)nc3c(C(=O)N4CCN(Cc5ccc6c(c5)OCO6)CC4)cnn3c2C)c1	-4.8%
CCOC(=O)C1=C(C)N(CCCC(=O)NCCn2c(-c3ccccc3)cc(C(=O)OC)c2C)C(=O)NC1c1ccc([N+](=O)[O-])cc1 (stereo unspecified)	-24.7%
O=P(CCN1CCCCC1)(c1ccccc1)c1ccccc1	-8.1%
C=CCn1c(SCCC)nc(O)cc1=O	12.1%
Cc1cc(NC(=O)CN2C(=O)NC(Cc3ccccc3)C2=O)no1 (stereo unspecified)	-0.1%
Cc1ccc(SCC(=O)NCCSC(C)(C)C)cc1	-15.7%
CC(N=C(NS(=O)(=O)c1ccc(Cl)cc1)c1ccccc1)C(=O)O (stereo unspecified)	-0.8%
COc1ccc(S(=O)(=O)N(CCc2ccccc2)CC(=O)O)cc1	16.9%
Clc1ccc(-c2nc3n(n2)Cc2ccccc2-3)cc1	14.6%
CCOc1cc(C(c2c(C)[nH][nH]c2=O)c2c(C)[nH][nH]c2=O)ccc1OC(=O)c1cccc([N+](=O)[O-])c1	-0.5%
O=C(N/N=C\c1cccc(Br)c1)c1ccccc1-n1cccc1	-0.6%
C=CCn1c(CCNC(=O)c2ccccc2F)nnc1SCc1nc2ccccc2c(=O)[nH]1	2.0%
N#CC1=C(N)Oc2c(ccc3ccccc23)C1c1cccs1 (stereo unspecified)	65.3%*
Cc1ccccc1NC(=O)c1ccc(-c2ccc(Cl)cc2Cl)o1	-19.7%
CC(=O)n1cc(C(C[N+](=O)[O-])SCCN)c2ccccc21 (stereo unspecified)	7.5%
c1ccc(CSc2nnc([C@@H]3CCCN3)o2)cc1	17.1%
COC(=O)[C@@H]1C[C@@]2(O)[C@@H](O)[C@@H](O)[C@@H](O)C[C@H]2N1C/C=C/c1ccccc1	8.9%
CN(C)c1ccnc2sc3c(=O)n(-c4ccc(Cl)cc4)cnc3c12	-3.9%
CCOc1ccc(NC(=O)N2CCC(NC(=O)C(Cc3ccc(OC)c(OC)c3)NC(C)=O)CC2)cc1 (stereo unspecified)	0.1%
N=c1c(-c2nc3ccccc3[nH]2)cc(C(=O)c2cccs2)nn1-c1ccc(Cl)cc1	-9.2%
CC1CCN(S(=O)(=O)c2cccc(S(=O)(=O)N3CCOCC3)c2)CC1	10.5%

Screening results from PubChem BioAssay.
